# VLA-4 inh – inhibition in human VLA-4 binding assay, primary screen, VLA-4 allosteric modulator project, MLPCN library, flow cytometry, VLA-4 expressing cells. inhibition, % (about 7 µM as worked out from the volumes in the protocol). ligand binding flow cytometry. hit rate 0.2% among 330,000. AID 2557, 2010; in the data active means inhibition above about 50%
# GLD-1 TGE inh – GLD-1/TGE RNA complex disruptors, primary screen, biochemical, fluorescence polarization; AID 2280, 2010; inhibition, % at 5.96 µM; Female germline-specific tumor suppressor gld-1 (Caenorhabditis elegans), Q17339; hit rate 0.44% among 320,000; purified GLD-1 + fluorescein TGE RNA;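 active means percent inhibition above a per-plate cutoff, the plate mean of test compounds plus 3 SD, cut at about 30% in these data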;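 further: 0% = DMSO wells with GLD-1 and probe and 100% = wells lacking GLD-1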
# Bcl-xL primary – inhibitors of human Bcl-xL, primary screen, biochemical, fluorescence polarization, HTS. GST-Bcl-xL / FITC-Bim BH3 peptide fluorescence polarization. inhibition, % at 10.9 µM. hit rate 0.7% among 320,000;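 active means inhibition above the mean of all tested compounds plus 3 SD, cutoff set per campaign, cut at about 30% in these data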;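 further: 0% = DMSO wells and 100% = unlabeled Bim-BH3 peptide competitor; inhibitors lower millipolarization by displacing the labeled peptide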
# Target sequence (Q07817 whole entry, looked up): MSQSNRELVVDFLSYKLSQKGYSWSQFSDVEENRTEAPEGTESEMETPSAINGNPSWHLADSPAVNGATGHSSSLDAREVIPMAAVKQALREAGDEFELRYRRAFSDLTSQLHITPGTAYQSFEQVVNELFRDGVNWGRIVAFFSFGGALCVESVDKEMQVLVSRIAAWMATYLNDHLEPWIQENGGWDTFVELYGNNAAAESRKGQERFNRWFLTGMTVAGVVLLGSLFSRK
# MCL1-BIM inh – inhibitors of MCL1 binding to BIM-BH3, primary screen, biochemical, fluorescence polarization; Induced myeloid leukemia cell differentiation protein Mcl-1 (Homo sapiens), Q07820; GST-MCL1 / FITC-Bim-BH3 fluorescence polarization; inhibition, % at 10.9 µM; hit rate 0.68% among 320,000; AID 2057, 2009;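 active means inhibition above the mean inhibition of all tested compounds plus 3 SD, set per campaign, cut at about 40% in these data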;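 further: 0% = DMSO wells and 100% = unlabeled Bim-BH3 peptide control; higher means more loss of mP so more displacement of Bim peptide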
# Target sequence (Q07820 whole entry, looked up): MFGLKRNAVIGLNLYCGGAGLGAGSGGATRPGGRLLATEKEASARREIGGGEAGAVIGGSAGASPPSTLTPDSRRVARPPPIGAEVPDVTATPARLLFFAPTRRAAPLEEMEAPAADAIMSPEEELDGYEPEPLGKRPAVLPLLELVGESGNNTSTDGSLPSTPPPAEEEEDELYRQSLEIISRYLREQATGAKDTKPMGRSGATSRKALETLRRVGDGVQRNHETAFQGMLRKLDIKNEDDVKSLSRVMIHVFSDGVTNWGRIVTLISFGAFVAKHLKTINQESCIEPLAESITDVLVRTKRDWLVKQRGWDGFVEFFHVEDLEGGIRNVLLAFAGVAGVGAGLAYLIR
# CIT2 TOR yeast – modulators of CIT2-GFP expression in yeast, primary screen, S. cerevisiae, GFP fusion, multiplex flow cytometry, MLPCN library; S. cerevisiae CIT2-GFP strain, 3 h; 100 means same as DMSO wells; GFP response vs DMSO, % at 10 µM; hit rate 0.065% among 320,000;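 active means GFP response relative to DMSO above a set limit, near the screen mean plus 3 SD, cut at about 150% in these data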;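 further: ratio of well median GFP fluorescence to mean of DMSO wells on the plate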
# GRK2 inh – compounds blocking aptamer binding on GRK2 – biochemical, human GRK2, bead flow cytometry, HTS, primary screen; AID 488847, 2010; FAM-aptamer displacement from GRK2; hit rate 0.59% among 330,000; Beta-adrenergic receptor kinase 1 (Homo sapiens), P25098; inhibition of aptamer binding, % at 10 µM;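 active means inhibition of aptamer binding above 40%, roughly 3 SD of noise, on plates passing a quality check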;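 further: median bead fluorescence of bound FAM aptamer so fluorescent compounds give negative values; no value below 0 was filed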
# Fam108B inh – mouse Fam108B serine hydrolase inhibitors, primary screen, counter-screen for RBBP9 inhibitor project, biochemical, fluorescence polarization; inhibition, % at 9.51 µM; hit rate 0.33% among 300,000; recombinant Fam108B, FP-Rh probe fluorescence polarization;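 active means inhibition above the screen mean inhibition plus 3 SD, computed separately per campaign, cut at about 18% in these data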;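 further: inhibitors lower polarization as less probe binds the enzyme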
# MEX-5 binding – MEX-5 zinc finger RNA-binding disruptors – biochemical, C. elegans, fluorescence polarization, MLPCN library, primary screen; Zinc finger protein mex-5 (Caenorhabditis elegans), Q9XUB2; MEX-5/FITC-TCR2 RNA binding; active compounds read low; activity score (negative = inhibition of binding), % at 10 µM; hit rate 0.38% among 300,000;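 active means inhibition past about -25% in most replicates, and total fluorescence under double the plate's negative control median, limit read from the data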;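 further: 0% = DMSO and -100% = 5 µM competing unlabeled TCR2 RNA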
# Target sequence (Q9XUB2 whole entry, looked up): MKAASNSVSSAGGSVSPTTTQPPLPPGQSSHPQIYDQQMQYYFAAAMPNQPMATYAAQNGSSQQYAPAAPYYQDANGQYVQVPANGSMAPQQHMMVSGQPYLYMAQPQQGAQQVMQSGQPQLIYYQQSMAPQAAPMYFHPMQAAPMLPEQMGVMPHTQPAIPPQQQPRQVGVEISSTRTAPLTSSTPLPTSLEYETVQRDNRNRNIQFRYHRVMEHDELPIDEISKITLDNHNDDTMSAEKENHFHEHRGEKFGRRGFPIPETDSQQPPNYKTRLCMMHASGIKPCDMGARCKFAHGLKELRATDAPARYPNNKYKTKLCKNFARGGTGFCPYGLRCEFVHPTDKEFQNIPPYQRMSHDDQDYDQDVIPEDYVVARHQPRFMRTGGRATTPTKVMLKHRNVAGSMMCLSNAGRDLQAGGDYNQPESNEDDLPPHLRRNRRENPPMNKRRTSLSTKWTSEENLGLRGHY
# AGP1-GFP MLPCN – modulators of AGP1-GFP expression in yeast TOR pathway, primary screen, cell-based, multiplex flow cytometry, S. cerevisiae, MLPCN library; hit rate 0.02% among 320,000; 3 h; GFP as percent of DMSO wells; AID 2066, 2009; GFP response vs DMSO, % at 10 µM;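 active means GFP response relative to DMSO above a set limit, near screen average plus 3 SD, cut at about 150% in these data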;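 further: median GFP channel fluorescence of the gated AGP1 strain per well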
# * = called active by the depositor; x = not tested or not shown. The order is random; 2.2% or so of the library scored in one or more.
item	smiles	Fam108B inh	GLD-1 TGE inh	MCL1-BIM inh	GRK2 inh	VLA-4 inh	MEX-5 binding	Bcl-xL primary	CIT2 TOR yeast	AGP1-GFP MLPCN
1	CC1=C(C(=O)Nc2ccccc2)C(c2cccc([N+](=O)[O-])c2)Nc2nc3ccccc3n21 (centres undefined)	2	5	5	3	5	-1.5	-2	97	96
2	CC(C)c1ccc(NC(=O)NCc2ccc(F)cc2)cc1	0	9	-1	0	12	0.3	4	95	95
3	CCC1SC2=NCN(c3ccccc3)CN2C1=O (centres undefined)	0	2	5	3	4	-1.3	-3	79	88
4	CSCC[C@H](NC(=O)Nc1ccc(C)cc1)C(=O)O	2	-5	0	0	5	0.5	0	88	91
5	COC(=O)c1cc(OC(=O)CCc2ccc(OC)c(OC)c2)cc(C(=O)OC)c1	-1	5	-1	1	-5	3.6	0	107	97
6	CN(C(=O)COC(=O)C1=COCCO1)c1c(N)n(Cc2ccccc2)c(=O)[nH]c1=O	1	-5	-5	0	4	2.8	3	105	104
7	CCOc1cc(/C=N/NC(=O)c2cc(C)[nH]n2)ccc1OC(=O)c1ccc([N+](=O)[O-])cc1	0	-5	3	4	6	0.3	1	103	102
8	CCCCNC(=O)C(Sc1ccccc1)c1ccccc1 (centres undefined)	0	1	-1	1	13	2.0	2	99	102
9	CC(=O)N/C(=C/c1ccc2c(c1)OCO2)C(=O)Nc1ccccc1	1	2	1	0	5	1.3	4	104	102
10	Cc1ccc(S(=O)(=O)N2CC(O)C2)cc1	-4	6	-6	1	11	0.8	-4	68	78
11	Cc1ccc(CSCC(=O)NCc2ccco2)cc1	-2	-9	-3	3	13	-0.2	-5	98	105
12	Cc1ccc(S(=O)(=O)Nc2ccc(N3CCOCC3)nc2)cc1	-2	23	33	2	-7	-4.4	27	x	104

# Laid out differently: 3 of the compounds above
# Under each structure – Fam108B inh | GLD-1 TGE inh | MCL1-BIM inh | GRK2 inh | VLA-4 inh | MEX-5 binding | Bcl-xL primary | CIT2 TOR yeast | AGP1-GFP MLPCN
2) CC(C)c1ccc(NC(=O)NCc2ccc(F)cc2)cc1
    0 | 9 | -1 | 0 | 12 | 0.3 | 4 | 95 | 95
3) CCC1SC2=NCN(c3ccccc3)CN2C1=O (centres undefined)
    0 | 2 | 5 | 3 | 4 | -1.3 | -3 | 79 | 88
4) CSCC[C@H](NC(=O)Nc1ccc(C)cc1)C(=O)O
    2 | -5 | 0 | 0 | 5 | 0.5 | 0 | 88 | 91

# A few values from above:
# no. 6 – CIT2 TOR yeast = 105
# no. 1 – CIT2 TOR yeast = 97
# no. 10 – CIT2 TOR yeast = 68
# no. 12 – GLD-1 TGE inh = 23
# no. 4 – VLA-4 inh = 5
# no. 11 – Bcl-xL primary = -5

# Other records
item	smiles	Fam108B inh	GLD-1 TGE inh	MCL1-BIM inh	GRK2 inh	VLA-4 inh	MEX-5 binding	Bcl-xL primary	CIT2 TOR yeast	AGP1-GFP MLPCN
13	Cc1ccc(C(=O)NC2CC(=O)N(c3ccc4c(c3)OCCO4)C2)cc1[N+](=O)[O-] (centres undefined)	0	5	-5	16	3	-4.6	0	90	100
14	O=C(CN1CCCCC1)N1c2ccccc2CCc2ccccc21	5	-8	-3	4	-2	-0.6	1	108	98
15	c1ccc(CN2CCOCC2)cc1	2	0	3	0	29	-0.8	2	101	112
16	CC(=O)OC1C(N2CCCCC2)c2c(ccc(/C=C/C(=O)N3CCCCC3)c2O)OC1(C)C (centres undefined)	-2	13	-7	16	12	-0.4	-4	84	70
17	O=C1CN(C(=O)c2cccc(Br)c2)c2ccccc2N1	-1	3	2	2	-8	-0.7	0	108	108
18	COc1cc2c(cc1OC)-c1cc(N3CCc4ccccc43)nc(=O)n1CC2	0	-4	-5	3	-1	-2.4	9	106	110
19	COC(=O)c1cc(OC)c(OC)cc1NC(=O)Nc1cccc(C(C)=O)c1	2	3	0	0	9	-3.4	5	101	103
20	CCCC(=O)NC(Nc1ccccc1F)C(Cl)(Cl)Cl (centres undefined)	-1	2	1	2	7	0.5	4	92	101
21	O=S(=O)(N/N=C/c1ccc(Cl)cc1)c1ccc(Cc2ncc(C(F)(F)F)cc2Cl)s1	5	2	0	2	3	3.7	4	98	111
22	Cc1csc(=O)n1CC(=O)OCc1nnc(-c2ccc([N+](=O)[O-])cc2)o1	x	4	6	1	0	x	7	96	99
23	Cc1ccc(CNC(=O)COC(=O)c2cccnc2Cl)cc1	x	-2	x	0	0	x	x	109	104
24	COc1ccc(Cl)cc1NC(=S)NCc1ccccn1	1	4	-3	1	17	0.0	1	136	101
25	C=CCn1c(CNc2ccc(C)cc2)nnc1SCC(=O)N/N=C/c1ccc(O)cc1	-2	7	5	1	34	-4.5	5	99	106
26	COc1ccc(S(=O)(=O)N2CCCCCC2)cc1NC(=O)CN1C(=O)NC(C)(c2ccc(C)cc2)C1=O (centres undefined)	-1	1	-21	0	6	27	-5	92	109
27	O=C(Nc1nc2ccccc2s1)C1CCCN1S(=O)(=O)c1ccc(Cl)cc1 (centres undefined)	2	-1	-5	2	10	0.8	5	91	97
28	O=C(COC(=O)C1CCCCC1)NCc1ccc(Cl)cc1	x	-4	x	2	3	x	x	97	102
29	Cc1cc(N2CCN(c3ccccn3)CC2)n2nc(C)nc2n1	0	0	-6	0	18	-1.5	-3	95	101
30	COc1ccc(-c2ccc3ccccc3n2)cc1OC	0	2	0	1	-7	0.2	-2	97	88
31	COc1ccccc1NC(=O)CCC(=O)Nc1nnc(C(F)(F)F)s1	0	8	2	1	8	2.7	-2	101	104
32	CC(=O)NC(NC(=S)Nc1ccc(N=Nc2ccccc2C)cc1C)C(Cl)(Cl)Cl (centres undefined)	3	-2	9	0	11	1.5	7	103	98
33	CC(C)Nc1nc(NC(C)C)nc(C(N)=O)n1	-2	2	-2	3	5	1.1	5	88	80
34	C#CCOCCOCCOCCNc1nc(N2CCN(C(=O)CCCCCCCCCCNC(=O)[C@@H](CCC(=O)O)n3cc(CCCCCN)nn3)CC2)nc(N2CCN(C(=O)CCCCCCCCCCNC(=O)[C@H](CCCCN)n3cc(C[C@@H](C)CC)nn3)CC2)n1	-2	0	9	0	-10	x	7	88	91
35	O=C(CCn1cnc(-c2ccccc2)c1-c1ccccc1)N/N=C/c1ccc(O)cc1	-1	0	3	0	2	-1.6	-4	102	98
36	C[C@@H](NC(=O)c1[nH]cnc1C(=O)Nc1ccon1)c1ccccc1	x	-4	1	5	-1	x	-2	98	100

# Shown with one line to a screen: part of the list above
35. O=C(CCn1cnc(-c2ccccc2)c1-c1ccccc1)N/N=C/c1ccc(O)cc1
36. C[C@@H](NC(=O)c1[nH]cnc1C(=O)Nc1ccon1)c1ccccc1
screen / no.,35,36
Fam108B inh,-1,x
GLD-1 TGE inh,0,-4
MCL1-BIM inh,3,1
GRK2 inh,0,5
VLA-4 inh,2,-1
MEX-5 binding,-1.6,x
Bcl-xL primary,-4,-2
CIT2 TOR yeast,102,98
AGP1-GFP MLPCN,98,100

# Other records follow:
item	smiles	Fam108B inh	GLD-1 TGE inh	MCL1-BIM inh	GRK2 inh	VLA-4 inh	MEX-5 binding	Bcl-xL primary	CIT2 TOR yeast	AGP1-GFP MLPCN
37	Cc1nnn(-c2nonc2N)c1C(=O)N/N=C/c1ccccc1O	-2	1	-1	0	8	0.0	-2	104	94
38	CCCCCn1c(=O)[nH]c2cc(C(=O)N3CCN(c4ccc(C(C)=O)cc4)CC3)ccc2c1=O	5	0	-6	1	-10	-2.0	-5	106	103
39	CSc1nsc(SC)c1NC(=O)N1CCCCC1	1	3	3	1	16	1.1	3	103	101
40	CC(C)CCN1CC(=O)N2Cc3[nH]c4ccccc4c3C[C@H]2C1=O	0	6	5	1	7	2.5	6	103	103
41	CCOC(=O)Cn1ncc(-c2ccccc2)c1N	5	11	2	0	-1	2.1	10	106	108
42	CCOc1ccccc1N=Cc1c(O)c2ccccc2oc1=O	-4	-2	8	0	10	-8.9	0	102	101
43	COc1ccc(N2C(=O)C(CC(=O)O)S/C2=N\N=C\c2cccs2)cc1 (centres undefined)	2	-4	-11	4	5	0.2	-2	96	101
44	Cc1ccc(-c2cc(C(=O)NN=C3CCCC3)c3ccccc3n2)cc1	-4	-2	5	1	0	2.0	-1	89	96
45	COc1ccc(OC)c(C(=O)CSc2nnc(Cc3cccs3)n2CCc2ccccc2)c1	-3	4	-8	3	-6	2.6	-8	106	102
46	O=c1nc2n(c3sc4c(c13)CCCC4)C(CBr)CS2 (centres undefined)	-2	0	5	2	6	0.2	5	101	107
47	Cn1nc(C(=O)NCCN2CCOCC2)c2ccccc2c1=O	-1	-7	3	4	6	2.9	1	105	112
48	CCOC(=O)C1(CCOc2ccccc2)CCN(Cc2cnc(C)s2)CC1	1	1	-1	0	5	0.2	4	112	108

# 2 records picked at random from those above, as already listed:
item	smiles	Fam108B inh	GLD-1 TGE inh	MCL1-BIM inh	GRK2 inh	VLA-4 inh	MEX-5 binding	Bcl-xL primary	CIT2 TOR yeast	AGP1-GFP MLPCN
41	CCOC(=O)Cn1ncc(-c2ccccc2)c1N	5	11	2	0	-1	2.1	10	106	108
19	COC(=O)c1cc(OC)c(OC)cc1NC(=O)Nc1cccc(C(C)=O)c1	2	3	0	0	9	-3.4	5	101	103

# Next part.
item	smiles	Fam108B inh	GLD-1 TGE inh	MCL1-BIM inh	GRK2 inh	VLA-4 inh	MEX-5 binding	Bcl-xL primary	CIT2 TOR yeast	AGP1-GFP MLPCN
49	COc1cc2c(cc1OC)CN(C(=O)CSc1n[nH]c(N)n1)CC2	-1	2	-4	6	8	-4.6	-1	95	97
50	COc1cccc(CNC(=O)CCC2CCCN(c3cc(C)nc(N)n3)C2)c1 (centres undefined)	2	5	11	6	-3	-0.6	5	108	104
51	Cc1cc(NC(=O)c2noc3c2CCCC3)n(-c2ccccc2)n1	6	4	0	0	3	-0.5	-2	97	101
52	CC(C)[C@H](NS(=O)(=O)c1cccc(Cl)c1)C(=O)OCC(=O)N1CCN(c2ccccc2)CC1	2	4	-20	2	24	-1.0	-4	95	91
53	Cc1ccc(S(=O)(=O)Nc2cc(Cl)ccc2-n2cncn2)cc1	x	0	1	0	-1	x	5	101	97
54	COc1ccc2cc(CCOC3CCCCO3)ncc2c1 (centres undefined)	x	10	-2	0	17	x	-2	92	99
55	C=CCOC(=O)C1=C(C)NC(SC)=C(C#N)C1c1cccs1 (centres undefined)	-3	4	-1	0	-3	5.0	-1	101	105
56	Cc1ccccc1CC(=O)N1CCCC(CNC(=O)c2ccc(F)cc2)C1 (centres undefined)	0	3	1	0	19	-0.9	2	100	95
57	COc1ccc(-c2n[nH]c(=S)nc2-c2ccc(OC)cc2)cc1	1	6	5	4	9	-1.4	13	108	102
58	c1nc2nc3c(c(N4CCOCC4)n2n1)CCCC3	3	2	4	0	-4	0.0	8	96	96
59	COc1ccc(NC(=O)CN(c2cc(C)cc(C)c2)S(=O)(=O)c2c(C)noc2C)cc1OC	2	4	-2	0	4	1.3	2	106	107
60	Cc1ccc(S(=O)(=O)N2CCc3c2cc([N+](=O)[O-])cc3[N+](=O)[O-])cc1	5	-4	1	1	-3	0.6	-3	104	102

# High-throughput results from PubChem.
